# ERG-DNA inh – qHTS for Small Molecule Inhibitors of the ERG Ets/DNA interaction; AID 624246, 2012; 370,000 tested, 0.028% active; Transcriptional regulator ERG (Homo sapiens), P11308; fluorescence polarization, His-ERG Ets domain / labelled DNA; Potency, µM (top dose mostly 76.9 µM), without a hit: at the top dose FP activity, negative = inhibition, actives largely listed as inhibitors; active = well fitted inhibition curve with a large enough effect in the polarisation, with a control signal flat; inconclusive = small, poorly fitted or top-dose-only effect, or effect the other way, or a change in a side signal; inactive = no such curve, though single readings can be large or run the other way; the % refers to the polarisation;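 also: polarization taken with two DNA probes labelled with fluorescein and Texas red; % of control where 0% means no effect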
#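 His-tagged ERG Ets domain (1 uM in the protein solution; 300mM KCl, 50mM Tris-HCl, 1mM EDTA, 1mM DTT, pH 7.5) received compound, then a probe mix of 5 nM fluorescein-DNA and 100nM Texas-615-DNA. Fluorescence polarization was read for both dyes.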
# RGS4 inhibitor – Inhibitors of Regulator of G Protein Signaling (RGS) 4: qHTS. Regulator of G-protein signaling 4 (Homo sapiens), P49798. 390,000 tested, 0.039% active. Transcreener GDP fluorescence polarization, RGS4-accelerated GTP hydrolysis. Potency, µM (titrated, usually from 114 µM), for the others: at the top dose activity change, negative = inhibition, hits mostly inhibitors; also: % is scaled to controls: 0 for no effect and ±100 for the full control effect; nearly all actives have a fitted effect of over 75% in size; some results filed as inactive show a strong effect at the top dose
# Target sequence (P49798 whole entry, looked up): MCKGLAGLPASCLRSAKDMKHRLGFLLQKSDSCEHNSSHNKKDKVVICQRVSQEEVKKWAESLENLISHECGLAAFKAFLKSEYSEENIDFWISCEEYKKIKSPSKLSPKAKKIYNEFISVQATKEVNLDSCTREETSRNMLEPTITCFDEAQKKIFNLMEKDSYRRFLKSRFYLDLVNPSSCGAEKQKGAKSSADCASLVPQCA
#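 MLSMR compounds (23 nl, pin-transferred) preincubated 10 min at room temperature with a 500nM (2x) first reagent, then RGS4 at 900nM (2x) plus Transcreener GDP mix added; fluorescence polarization (620/688 nm) read before and after 90 min at 30 °C.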
# 12-LOX inh – Primary qHTS assay for inhibitors of human arachidonate 12S-lipoxygenase (ALOX12): Round 2 | Polyunsaturated fatty acid lipoxygenase ALOX12 (Homo sapiens), P18054 | purified 12hLO, xylenol orange hydroperoxide absorbance | Potency, µM (top dose mostly 108 µM), for the others: at the top dose activity change, negative = inhibition, actives largely listed as inhibitors | 580,000 tested, 1.1% active | AID 1671190, 2021; also: % is scaled to controls: 0 for no effect and ±100 for the full control effect
#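 Purified human 12hLO at 150 nM in 25 mM Hepes, 0.01% Triton X-100, pH 7.0, preincubated 15 min at room temperature with compound. Reaction started with 40 uM arachidonic acid, 30 min at room temperature. Hydroperoxide measured by Fe-xylenol orange, 573/405 nm absorbance ratio.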
# HP1b chromo inh – HTS for Inhibitors of HP1-beta Chromodomain Interactions with Methylated Histone Tails. Chromobox protein homolog 1 (Homo sapiens), P83916. Potency, µM (highest dose often 114 µM), for inactives: at the highest dose activity change, negative = inhibition, usual class: inhibitors. 390,000 tested, 0.56% active. AlphaScreen HP1-beta / biotin-H3K9me3 peptide binding; also: nearly all actives have a fitted effect of over 70% in size; inactives centre near 23
# Target sequence (P83916 whole entry, looked up): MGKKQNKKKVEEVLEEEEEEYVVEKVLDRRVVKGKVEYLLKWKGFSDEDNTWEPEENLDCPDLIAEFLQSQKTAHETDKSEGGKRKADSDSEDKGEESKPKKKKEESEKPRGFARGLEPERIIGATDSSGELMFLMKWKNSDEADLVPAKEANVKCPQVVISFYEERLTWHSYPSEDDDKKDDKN
#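 AlphaScreen: HP1-beta (50 nM) preformed 30 min with biotin-H3(1-18)K9me3 peptide (50 nM) in PBS pH 7.4, 0.01% Tween-20. Compound added for 30 min at RT, then streptavidin donor/nickel chelate acceptor beads (10 ug/mL) for 30 min.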
# JMJD2A Tudor inh – qHTS Assay for Inhibitors of JMJD2A-Tudor Domain; Lysine-specific demethylase 4A (Homo sapiens), O75164; AlphaScreen JMJD2A-Tudor / H3K4me3 peptide binding; Potency, µM (titrated, usually from 114 µM), for the others: top-dose activity change, negative = inhibition, actives largely listed as inhibitors; 390,000 tested, 4.4% active; AID 504339, 2011; also: % is scaled to controls: 0 for no effect and ±100 for the full control effect; nearly all actives have a fitted effect of over 50% in size
# Tb PGK inh – qHTS Assay to Find Inhibitors of Phosphoglycerate Kinase | 380,000 tested, 0.043% active | PGK/GAPDH coupled, Kinase-Glo luminescence, 60 min | Potency, µM (series often up to 57.5 µM), for the others: at the highest dose activity change, negative = inhibition, hits mostly inhibitors | Phosphoglycerate kinase, glycosomal (Trypanosoma brucei brucei), P07378 | AID 602233, 2012; also: % is scaled to controls: 0 for no effect and ±100 for the full control effect; nearly all actives have a fitted effect of over 60% in size
# Target sequence (P07378 whole entry, looked up): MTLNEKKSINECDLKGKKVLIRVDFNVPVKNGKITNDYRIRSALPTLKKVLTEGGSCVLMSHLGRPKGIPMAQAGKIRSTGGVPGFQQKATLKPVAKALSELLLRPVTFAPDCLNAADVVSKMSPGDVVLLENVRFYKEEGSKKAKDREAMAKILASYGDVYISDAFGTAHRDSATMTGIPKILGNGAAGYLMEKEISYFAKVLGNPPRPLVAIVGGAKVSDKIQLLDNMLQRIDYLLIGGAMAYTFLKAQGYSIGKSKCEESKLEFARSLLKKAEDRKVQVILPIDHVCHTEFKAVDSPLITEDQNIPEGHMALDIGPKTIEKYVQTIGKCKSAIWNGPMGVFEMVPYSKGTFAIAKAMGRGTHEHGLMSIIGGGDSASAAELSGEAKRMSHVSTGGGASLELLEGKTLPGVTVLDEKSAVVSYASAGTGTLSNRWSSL
#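 Luminescent ATP detection (Kinase-Glo Plus) follows a 60-minute room-temperature incubation, with wells lacking PGK as controls. Buffer: 100 mM TEA (pH 7.6), 5 mM MgCl2, 0.01% Tween-20. Coupling enzyme GAPDH (100 nM final) supplies unstable 1,3-BPG in-well.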
# Pin1 inhibitor – qHTS Assay to Find Inhibitors of Pin1; Pin1 FP peptide displacement, HiFluor488, 10 min; Potency, µM (titrated, usually from 115 µM), without a hit: at the highest dose activity, negative = inhibition, most hits filed as inhibitors; 390,000 tested, 0.009% active; active = well fitted inhibition curve with a large enough effect in the polarisation, with a control signal flat, not every such curve was filed as active; inconclusive = small, poorly fitted or top-dose-only effect, or effect the other way, or a change in a side signal; inactive = no such curve, though single readings can be large or run the other way; the % refers to the polarisation; also: % is scaled to controls: 0 for no effect and ±100 for the full control effect
# Target sequence (Q13526 whole entry, looked up): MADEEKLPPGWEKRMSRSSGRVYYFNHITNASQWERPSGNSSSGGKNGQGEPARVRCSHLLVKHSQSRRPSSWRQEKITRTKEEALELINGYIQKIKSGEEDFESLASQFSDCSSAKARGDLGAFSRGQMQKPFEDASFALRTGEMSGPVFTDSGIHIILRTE
# rTrxR1 inhibitor – qHTS Assay for Inhibitors of Mammalian Selenoprotein Thioredoxin Reductase 1 (TrxR1): qHTS. Thioredoxin reductase 1, cytoplasmic (Rattus norvegicus), O89049. recombinant rTrxR1, NADPH fluorescence consumption, selenite substrate. Potency, µM (doses to about 114 µM), for inactives: at the highest dose activity change, negative = inhibition, usual class: inhibitors. 390,000 tested, 1% active; also: % is scaled to controls: 0 for no effect and ±100 for the full control effect; nearly all actives have a fitted effect of over 65% in size
#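 Rat TrxR1 (90 nM in the dispensed reagent) was pre-reduced with 400 uM NADPH for 5 min at room temperature, then incubated with compound for 15 min. After 400 uM selenite was added, NADPH fluorescence (Ex 340/Em 450 nm) was followed for 8 min.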
# GLS inh – qHTS for Inhibitors of Glutaminase (GLS); Glutaminase kidney isoform, mitochondrial (Homo sapiens), O94925; Potency, µM (doses to about 45.5 µM), for inactives: top-dose activity change, negative = inhibition, hits mostly inhibitors; 410,000 tested, 0.21% active; AID 624170, 2012; GLS enzymatic activity, qHTS titration; also: % is scaled to controls: 0 for no effect and ±100 for the full control effect
#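 hKGA in 45 mM KH2PO4 pH 8.2, 0.02% Tween-20 with pin-transferred compounds; 1 mM L-glutamine (stock) plus glutamate oxidase/HRP/Amplex Red coupling added. Fluorescence read initially and after 30 min at RT.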
# An asterisk follows results filed as active; i = inactive; ? = inconclusive; / = no result given; & = joins results of further samples; [ ] = remark or other dose. Unless noted, calls follow the shape of the dose curve; as a rule, active = well fitted curve in the direction sought with a large enough effect; inconclusive = small, poorly fitted or top-dose-only effect, or another doubt; inactive = no such curve, though single readings can be large; an effect the other way counts as inactive or inconclusive. Potency is read from the fitted curve at half-maximal effect. The list is partial; the hit share may differ from the screen's.
SMILES,ERG-DNA inh,RGS4 inhibitor,12-LOX inh,HP1b chromo inh,JMJD2A Tudor inh,Tb PGK inh,Pin1 inhibitor,rTrxR1 inhibitor,GLS inh
CC(C)(C)OC(=O)C[C@H]1C/C=C\C[C@@H](CC(=O)NCCO)C(=O)NC[C@H](c2ccccc2)OC1=O,-3%,-11%,0%,50%[activator],-6%,0%,-4%,3%,-6%
COc1cc(C(=O)NCc2ccco2)cc(OC)c1OC,9%,-7%,6%,44%[activator],-1%,-3%,-2%,1%,-4%
C/C(CCC(C)C)=N\NC(=O)COc1ccccc1-c1ccccc1,2%,-10%,10%,41%[activator],-7%,-8%,1%,22%[57.1 µM],3%
Cn1nnnc1SCCNCc1ccc(OCc2ccc(Cl)cc2)cc1,2%,-8%,?,38%,-25%,-2%,-4%,9%,5%
Cc1cccc(N2CCN(C(=O)c3nn(C)c4c3CS(=O)(=O)c3ccccc3-4)CC2)c1C,22%&-6%,52%&11%,-28%&-13%,34%&39%,5%&-2%,0%&-4%,7%&1%,7%&15%,11%&1%
Cc1nc(SCc2nc3ccc(C(F)(F)F)cc3[nH]2)c2oc3ccccc3c2n1,/,3%,?,27%,-24%,6%,?,16%[57.1 µM],-4%
CCOc1cc(Br)c(C(C)NC(=O)c2cccnc2)cc1OCC (centres undefined),-2%,-8%,?,42%[activator],6%,-1%,-10%,17%,1%
O=C(COC(=O)CN=C1NS(=O)(=O)c2ccccc21)Nc1ccccc1OC(F)F,11%,-43%,-15%,33%,-7%,-12%,1%,10%[57.1 µM],-2%
Cc1ccc2nc(-c3ccc(-c4ccccn4)s3)cn2c1,3%,-34%,9%,61%[activator],-3%,-2%,?,8%[57.1 µM],-5%
CCOc1ccccc1NS(=O)(=O)c1ccc2c(c1)NC(=O)CCS2,6%,-11%[11.4 µM],14%,56%[activator],-17%,-7%,4%,13%,14%
Cc1c(C(=O)O)oc2ccc(S(=O)(=O)N3CCCC3)cc12,4%,1%,-3%,24%,-10%,-6%,2%,15%,-1%
CCOc1ccc2c(c1)C(=O)C(=O)N2CC1COc2ccccc2O1 (centres undefined),3%,12%,0%,?,?,i,-2%,-10%,0%
CCCCNCC(=O)Nc1sc(C)c(C)c1C(=O)OCC,9%,-12%,24%,45%[activator],-2%,/,2%,4%,6%
CCCCN1C(=O)/C(=c2\sc3nc(=O)c(-c4ccccc4)nn3c2=O)c2ccccc21,2%,-50%,?,?,?,4%,?,?,6%
O=C(NN1C(=O)/C(=C/C=C/c2ccco2)SC1=S)c1ccncc1,66%[activator],?,50µM*,13µM*,14µM*,14µM*,?,13µM*,7.9µM*
CN(C)c1cccc(O)c1,-22%,15%,1%,3%,-30%,-2%,15%,51%[activator],40%[activator]
O=S(=O)(c1cccc(NC(=S)N2CCN(c3ccc(F)cc3)CC2)c1)C(F)F,-8%,-6%,-13%,-4%,?,/,-1%,-2%,11%
COc1ccc(-n2c(/C=C3\C(=O)N(C)c4ccccc43)nc3ccccc3c2=O)cc1,9%,-34%,27%,11%,-3%,4%,1%,7%[57.1 µM],-5%
CCOC(=O)Nc1ccc([N+](=O)[O-])cc1OC,-12%,-10%,3%,12%,-12%,-7%,-7%,15%[57.1 µM],9%
c1ccc(CN2CCN(c3cnc4ccccc4n3)CC2)cc1,-6%,7%,0%,79%[activator],-1%,/,-6%,-13%,6%
O=C(Nc1ccccn1)c1ccc(C(=O)c2ccccc2)cc1,20%,4%,1%,9%,-17%,2%,1%,11%,4%
Cn1nc(C(F)(F)F)c(CN2CC(C)(C)C2=O)c1N1CCOCC1,-5%,-13%,-8%,4%,-23%,i,6%,10%[57.1 µM],0%
Cc1ccc(S(=O)(=O)NCC(=O)N(CC(=O)NCC2CCCO2)Cc2ccccc2)cc1 (centres undefined),3%,-22%,0%,19%,3%,0%,2%,19%[57.1 µM],1%
O=C1CC(=O)Nc2cc(S(=O)(=O)N3CCN(c4ccc([N+](=O)[O-])cc4)CC3)ccc2N1,-3%,-4%,-28%,44%[activator],29%,-22%,1%,12%,-4%
Cc1cc(C)nc(-n2nc(C)cc2NC(=O)c2cccc(S(=O)(=O)N(C)C)c2)n1,-1%,-6%,/,33%[activator],-4%,i,-2%,14%,-5%

# The closing 4 compounds of the part above come first, to join the parts:
SMILES,ERG-DNA inh,RGS4 inhibitor,12-LOX inh,HP1b chromo inh,JMJD2A Tudor inh,Tb PGK inh,Pin1 inhibitor,rTrxR1 inhibitor,GLS inh
Cn1nc(C(F)(F)F)c(CN2CC(C)(C)C2=O)c1N1CCOCC1,-5%,-13%,-8%,4%,-23%,i,6%,10%[57.1 µM],0%
Cc1ccc(S(=O)(=O)NCC(=O)N(CC(=O)NCC2CCCO2)Cc2ccccc2)cc1 (centres undefined),3%,-22%,0%,19%,3%,0%,2%,19%[57.1 µM],1%
O=C1CC(=O)Nc2cc(S(=O)(=O)N3CCN(c4ccc([N+](=O)[O-])cc4)CC3)ccc2N1,-3%,-4%,-28%,44%[activator],29%,-22%,1%,12%,-4%
Cc1cc(C)nc(-n2nc(C)cc2NC(=O)c2cccc(S(=O)(=O)N(C)C)c2)n1,-1%,-6%,/,33%[activator],-4%,i,-2%,14%,-5%
CC(C)Oc1ccc(CNC(=O)c2ccc(Cn3c(=O)c4cccn4c4cccnc43)cc2)cc1,0%,27%,-9%,30%,-14%,13%,4%,-11%,2%
Cc1ccc2[nH]c(=O)c(CN(CCCN(C)C)C(=O)Nc3ccc(Cl)cc3)cc2c1,-3%,19%,?,19%,-22%,4%,-1%,19%,-8%
CCCOc1ccc(C(=O)NNC(=O)CCNC(=O)c2ccco2)cc1OC,4%,16%,-1%,9%,-4%,3%,8%,-25%,-1%
Cc1ccc(S(=O)(=O)N2CCN(C(=O)COC(=O)c3ccc(O)cc3)CC2)c(C)c1,4%,5%,3%,1%,89µM*,-2%,-3%,-4%,3%
CCOC(=O)C1=C(COC(=O)c2cc(OC)c(OC)c(OC)c2)NC(=O)NC1C (centres undefined),0%,7%,-4%,1%,-23%,-8%,-2%,1%,-4%
CC1=NNC(=O)C1CCC(=O)N/N=C/c1ccccc1 (centres undefined),16%,-49%,0%,29%,15%,-3%,0%,5%[57.1 µM],?
CCSc1ccccc1C(=O)Nc1cc(OC)c(OC)c(OC)c1,4%,18%,?,10%,-33%,6%,-1%,21%[57.1 µM],0%
O=C(NCc1n[nH]c(=S)n1Cc1ccccc1)c1ccc(Cl)cc1Cl,6%,-47%,-29%,33%,-30%,-2%,8%,-20%,-4%
CCC1Oc2ccc(C)cc2N(CC(=O)N2CCN(c3ccc(F)cc3)CC2)C1=O (centres undefined),-3%,3%,/,13%,?,-7%,-6%,30%,8%
COc1ccc(C)cc1N1CC(C(=O)OCc2nc(N)nc(Nc3ccccc3C)n2)CC1=O (centres undefined),-7%,6%,-3%,42%[activator],-17%,i,-2%,14%,-4%
Cc1ccccc1NC(=O)Nc1ccccn1,-6%,5%,0%,30%,8%,-11%,-3%,3%,-8%
COCc1c(C(=O)N2CCN(c3ncccn3)CC2)oc2ccccc12,-4%,-6%,1%,52%[activator],4%,5%,-9%,14%,1%
CCN(c1ccccc1)c1nc(N)nc(C#N)n1,/,-18%,/,11%[57 µM],3%[57.1 µM],/,1%,-4%,/

# Compound profiles (already shown):
# `O=S(=O)(c1cccc(NC(=S)N2CCN(c3ccc(F)cc3)CC2)c1)C(F)F` is entered as ERG-DNA inh = -8%; RGS4 inhibitor = -6%; 12-LOX inh = -13%; HP1b chromo inh = -4%; JMJD2A Tudor inh = ?; Tb PGK inh = /; Pin1 inhibitor = -1%; rTrxR1 inhibitor = -2%; GLS inh = 11%
# `CCCCNCC(=O)Nc1sc(C)c(C)c1C(=O)OCC` is entered as ERG-DNA inh = 9%; RGS4 inhibitor = -12%; 12-LOX inh = 24%; HP1b chromo inh = 45%[activator]; JMJD2A Tudor inh = -2%; Tb PGK inh = /; Pin1 inhibitor = 2%; rTrxR1 inhibitor = 4%; GLS inh = 6%
